From PubChem BioAssay
CHRM1 PAM = human CHRM1 positive allosteric modulation. P11229. CHO-K1 hM1, Fluo-8 calcium fluorescence, ACh EC20; 0% = ACh EC20, 100% = maximal ACh. activation, % at 3 µM. hit rate 0.088% among 360,000; in the data active = activation above about 19%, passing the limit was not always enough
Target sequence (P11229 whole entry, looked up): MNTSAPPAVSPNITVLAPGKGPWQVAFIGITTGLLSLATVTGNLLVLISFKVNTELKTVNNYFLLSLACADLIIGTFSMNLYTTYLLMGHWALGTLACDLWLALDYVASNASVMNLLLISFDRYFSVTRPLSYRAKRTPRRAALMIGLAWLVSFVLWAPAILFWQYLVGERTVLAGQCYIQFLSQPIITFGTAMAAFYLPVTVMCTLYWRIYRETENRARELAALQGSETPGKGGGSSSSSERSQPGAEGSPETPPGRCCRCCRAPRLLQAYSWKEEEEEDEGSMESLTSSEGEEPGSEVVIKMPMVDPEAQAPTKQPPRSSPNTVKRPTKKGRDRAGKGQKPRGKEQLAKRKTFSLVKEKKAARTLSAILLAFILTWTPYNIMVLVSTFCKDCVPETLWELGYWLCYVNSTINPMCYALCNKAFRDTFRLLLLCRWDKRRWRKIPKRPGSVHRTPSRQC
CHO parental Ca = counter-screen for OX1R antagonists: effect in parental CHO cells | parental CHO-K1, ATP-induced calcium, Fluo-8 fluorescence | inhibition, % at 5.6 µM | hit rate 0.63% among 330,000;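 active = inhibition above that plate's mean sample inhibition plus 3 SD, cut at about 26% in these data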;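 also: 0% = ATP-challenged DMSO wells and 100% = DMSO wells without ATP; some compounds past the cut are filed as inactive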
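Material – parental CHO cells · Reagent – ATP stimulus · Compound – single nominal dose of 5.6 µM per compound · Detection – Fluo-8 fluorescence · Read-out basis – percent inhibition of calcium signal · Controls – ATP-challenged DMSO wells low, unchallenged DMSO wells high · Repeats – no replicates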
CHRM1 antagonist = antagonists of human M1 muscarinic receptor. CHO-K1 hM1, Fluo-8 calcium fluorescence, ACh EC80 antagonist. inhibition, % at 3 µM. hit rate 1.3% among 360,000. AID 588852;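 active = percent inhibition above its own plate's cutoff, namely the mean of that plate's compound wells plus 3 SD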;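 also: peak over basal fluorescence ratio during 140 s after agonist addition; 0% = ACh EC80 plus DMSO and 100% = DMSO alone without agonist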
M1 ag = human M1 muscarinic receptor agonism; P11229; CHO-K1 hM1, Fluo-8 calcium fluorescence, agonist mode; 0% DMSO, 100% acetylcholine EC100; activation, % at 3 µM; hit rate 0.33% among 360,000;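 active = activation above the run's mean compound activation plus 3 SD, cut at about 16% in these data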;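 also: peak over basal fluorescence ratio within a 140 s kinetic read after compound addition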
V1R ag counter = V1a receptor agonism, counter-screen for OXTR agonists | P37288 | CHO-V1R cells, Fluo-8 calcium fluorescence, agonist mode; 0% DMSO, 100% 3 nM vasopressin | activation, % at 3 µM | hit rate 0.25% among 320,000 | AID 2797;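 active = activation above the mean activation of all tested compounds plus 3 SD, per screening run, cut at about 20% in these data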;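 also: signal is peak over basal fluorescence ratio across a 100 second FLIPR read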
OXTR potentiator = human OXTR potentiation; P30559; activation, % at 3 µM; hit rate 0.061% among 320,000; CHO-OTR cells, Fluo-8 calcium fluorescence, potentiator mode; 0% = oxytocin EC15, 100% = EC100;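 active = activation above that plate's cutoff, the mean activation of tested compounds plus 3 SD, cut at about 6.6% in these data, passing the limit was not always enough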;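 also: 100% uses oxytocin at 75 nM as the full agonist control; some results filed as inactive read as strong as hits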
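Assay system: CHO-OTR cells, human receptor / Also added: oxytocin at about EC15, sub-maximal agonist stimulus / Dosing: single dose, 3.0 µM nominal final compound concentration / Incubation: 6 min pre-incubation, 100 s read / Technique: Fluo-8 calcium dye fluorescence / Read-out: % activation vs EC15 and EC100 oxytocin / Benchmarks: EC15 oxytocin low, 75 nM oxytocin high / Replicates: singlicate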
TAAR1 ag = human TAAR1 agonism; Q96RJ0; CHO RD-HGA16 TAAR1, Fluo-8 calcium fluorescence; vehicle wells 0%, saturating PEA agonist 100%; activation, % at 3 µM; hit rate 0.99% among 360,000;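 active = activation above the mean activation of all test compounds in the run plus 3 SD, cut at about 38% in these data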
Target sequence (Q96RJ0 whole entry, looked up): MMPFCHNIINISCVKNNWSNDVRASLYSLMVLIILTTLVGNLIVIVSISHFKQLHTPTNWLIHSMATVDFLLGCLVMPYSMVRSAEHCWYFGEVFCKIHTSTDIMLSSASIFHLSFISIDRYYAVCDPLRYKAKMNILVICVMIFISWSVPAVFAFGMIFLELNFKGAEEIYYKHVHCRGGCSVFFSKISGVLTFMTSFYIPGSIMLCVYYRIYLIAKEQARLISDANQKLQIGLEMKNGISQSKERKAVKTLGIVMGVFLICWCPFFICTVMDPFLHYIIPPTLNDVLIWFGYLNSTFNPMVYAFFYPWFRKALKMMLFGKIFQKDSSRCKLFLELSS
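System: CHO RD-HGA16 cells carrying human TAAR1 plus Gα16; Incubation: 17-24 h seeding, 75 min 37 °C dye, 30 min RT; Measured by: Fluo-8 fluorescence, 5 s baseline then 140 s kinetic read; Control set: DMSO and PEA EC100; Replication: single well for each compound.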
TAAR1 antagonist = human TAAR1 antagonism; Q96RJ0; CHO RD-HGA16 TAAR1, Fluo-8 calcium fluorescence, antagonist; inhibition, % at 3 µM; hit rate 1.5% among 360,000; AID 624466;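 active = inhibition above a per-plate cutoff, the mean inhibition of test compounds on that plate plus 3 SD, cut at about 49% in these data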;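 also: 0% = DMSO plus EC80 beta-PEA response and 100% = DMSO alone without agonist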
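System: CHO RD-HGA16 cells bearing hTAAR1. Reagent: EC80 β-phenethylamine stimulus. Schedule: seeding 17-24 h prior, 75-min 37 °C, 30-min RT dye loading. Signal: Fluo-8 intracellular calcium dye fluorescence, real-time kinetic reads. Read-out: % inhibition from peak post-agonist over basal fluorescence ratio. Benchmarks: vehicle wells and EC80 agonist wells. Replicates: n of 1.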
OXTR ag = activates the human oxytocin receptor. CHO-OTR cells, Fluo-8 calcium fluorescence; normalized: DMSO 0%, oxytocin 100%. activation, % at 3 µM. hit rate 0.32% among 320,000;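 active = activation above the mean of all tested compounds plus 3 SD, cutoff set per screening run, cut at about 20% in these data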;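 also: peak over basal fluorescence ratio from a 100 s FLIPR kinetic read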
* = called active by the depositor; / = no result given. The order is random; overall some 3.7% were active at least once.

cpd	Compound	CHRM1 PAM	CHO parental Ca	CHRM1 antagonist	M1 ag	V1R ag counter	OXTR potentiator	TAAR1 ag	TAAR1 antagonist	OXTR ag
1	Cc1noc(C)c1S(=O)(=O)N1CCCN(C(=O)/C=C/c2ccccc2F)CC1	4.6	7.0	-9.2	-3.1	5.2	1.8	-1.9	9.6	0.3
2	Cc1onc(-c2ccc3c(c2)OCO3)c1-c1ccc2[nH]ccc2c1	-4.7	-10.9	17.1	-5.7	-1.1	-13.7	3.1	27.6	-2.0
3	CCCCC(=O)Oc1ccccc1C1SCc2cc(C)c(C)cc2CS1	-3.6	-0.3	6.1	-4.5	-0.6	1.7	3.0	8.8	0.8
4	CCOc1ccc(C(=O)NCC(=O)OCc2c(C)noc2C)cc1OCC	3.4	-16.6	-11.2	-3.7	0.0	7.8	-0.5	2.1	0.7
5	O=C(/C=C/c1ccccc1)NC(=S)NNS(=O)(=O)c1ccccc1	5.3	-6.9	-1.5	-6.8	1.2	-3.5	4.1	1.9	0.4
6	CCOC(=O)C1CCN(c2nc(C)cc(C)c2C#N)CC1	1.5	-11.7	1.0	-3.4	-0.1	0.8	-1.0	-2.8	-1.9
7	Cc1cccc(NC(=O)CNC(=O)c2ccc(S(=O)(=O)NCc3ccco3)cc2)c1C	9.7	/	-11.5	-0.9	/	/	4.1	4.0	/
8	COCCCNC(=O)Cn1cnc2sc(C)c(S(=O)(=O)N3CC(C)CC(C)C3)c2c1=O (configuration not stated)	-1.3	-14.3	4.3	-5.1	0.8	0.6	/	/	0.1
9	O=C(CCN1Cc2ccccc2C1)c1ccc2c(c1)OCCO2	-11.1	-3.3	8.8	-12.2	1.6	-2.0	38.2*	7.0	1.4
10	COc1ccc(/C=C/C(=O)C2(O)CCCCC2)cc1OC	-1.4	-2.2	4.8	-5.7	0.3	-13.9	1.0	-7.9	-1.0
11	CN(C)S(=O)(=O)N(CCN1CCOCC1)Cc1ccccc1F	4.1	-9.8	-21.4	-2.0	1.4	-1.1	7.1	7.1	1.2
12	COCCn1nnnc1C(c1cc2cc(OC)ccc2[nH]c1=O)N1CCC(Cc2ccccc2)CC1 (configuration not stated)	3.2	-6.7	-5.4	0.0	0.3	-3.8	7.0	8.2	-0.8
13	O=C(Cc1cccc(C(F)(F)F)c1)NCc1ccc(Cl)cc1	-3.1	-11.2	9.1	-0.8	-0.9	-3.9	3.1	9.6	-2.0
14	COc1ccc(NC(C#N)c2ccc(OC)cc2)cc1 (configuration not stated)	0.4	-6.8	-0.6	-4.8	0.5	-2.5	4.6	1.3	0.2
15	N#Cc1ccc(S(=O)(=O)N2CCN(c3ncccn3)CC2)cc1	11.1	-12.9	-20.8	-3.0	1.4	7.6	1.6	-22.1	0.3
16	CCOc1ccc(NC(=O)C2C3C=CC4(CN(C(C(=O)OC)C(C)C)C(=O)C24)O3)cc1 (configuration not stated)	1.3	-8.8	-7.9	-2.2	-0.3	-0.1	-0.8	-17.8	-0.6
17	COc1ccc(NC(=O)C(=O)c2cn(CC(=O)N3CCCC3)c3ccccc23)cc1	-6.8	-20.1	6.8	-1.6	2.0	-10.8	6.3	10.2	2.9
18	C/C(=N\Nc1ncc(Cl)cc1Cl)c1ccc(C#N)cc1	3.8	-10.5	5.1	-4.0	-1.4	6.2	-0.2	-13.0	-2.6
19	CC(C)C[C@@H](NC(=O)C1CCC(CNC(=O)[C@H](Cc2ccccc2)NC(=O)OC(C)(C)C)CC1)C(=O)O (some centres not stated)	13.1	/	-20.2	-1.8	/	/	4.5	4.9	/
20	CCOC(=O)CN(Cc1sccc1C)C(=O)Nc1cccc(OC)c1	0.8	-13.0	2.3	-5.3	0.9	-6.4	1.4	7.3	-1.3
21	CS(=O)(=O)N(CC(=O)N1CCCC1)c1ccc2c(c1)OCCO2	-2.2	-12.9	0.8	-2.1	0.1	-4.9	6.4	12.6	0.3
22	O=C(Nc1cccc(F)c1)c1ccc(-n2cncn2)c2ccoc12	6.2	/	-15.5	-0.3	/	/	4.2	16.8	/
23	Cc1ccc(NC(=O)Cn2c(CCC(=O)O)ccc2-c2cccs2)cc1	8.6	-8.5	-11.5	-3.3	-0.5	-4.4	0.1	2.8	-0.1
24	CCOC(=O)C1(Cc2cccc(OC)c2)CCCN(C(=O)CCSC)C1 (configuration not stated)	-0.5	-14.7	-1.4	-3.0	0.2	-15.0	1.1	-10.7	-2.7
25	CCC1CCCCN1C(=S)NC(=O)c1cc(Br)ccc1Cl (configuration not stated)	-2.3	-13.3	-1.4	-6.7	-1.4	-3.7	6.8	-7.5	-1.7
26	Cc1ccc(CN2C(=O)N/C(=C/c3cc(C)n(-c4ccccn4)c3C)C2=O)cc1	2.0	-5.6	-1.2	-1.2	0.1	-8.1	0.6	-3.8	-0.8
27	COc1ccc(/C=C/C(=O)NC(=S)Nc2ccc(S(=O)(=O)Nc3cc(OC)ncn3)cc2)cc1	-13.1	/	9.3	-5.2	/	/	-0.8	16.4	/
28	CC(C)(C)OC(=O)NNC(=O)c1cccs1	6.1	-9.8	-6.8	-6.3	0.7	-14.2	0.9	1.9	-0.1
29	COc1ccc(-c2cc3nc(NCC4CCCCC4)n(C)c(=O)c3s2)cc1OC	5.3	/	-9.1	-3.0	/	/	-1.2	-3.0	/
30	CCCCCCSc1ccc([C@H]2N[C@@](C)(C(=O)OC)[C@H]3C(=O)N(CC)C(=O)[C@@H]23)cc1	1.2	-25.3	0.2	-5.8	1.2	-0.5	3.5	9.4	1.1
31	CC1CC(C)CN(S(=O)(=O)c2ccc(NC(=O)CN3C(=O)NC(C)(c4ccccc4)C3=O)cc2)C1 (configuration not stated)	14.7	1.8	-13.8	-2.5	1.3	3.2	0.2	-26.9	1.2
32	COc1ccc(C2C3=C(COC3=O)Oc3cc4c(cc32)OCO4)cc1OC (configuration not stated)	28.5*	/	-25.4	-1.2	/	/	0.8	7.1	/
33	CC(C(=O)O)N1C(=O)c2ccccc2C1=O (configuration not stated)	9.0	-6.6	-4.1	-4.0	1.3	-7.7	7.5	-3.7	0.6
34	CCOC(=O)C1=C(C)Nc2ccccc2N=C1NC(=O)/C=C/c1ccc(OC)cc1OC	14.9	-25.8	-11.9	-0.5	-1.0	-12.1	1.0	-14.1	-1.4
35	O=C1c2cc([N+](=O)[O-])cc3cc([N+](=O)[O-])cc(c23)C(=O)N1c1ccccn1	4.2	-6.6	-1.8	-4.9	-1.6	-3.8	-0.5	-24.6	-2.4
36	O=C(CN1CCc2ccccc21)NN1CC(=O)N(c2ccc(Cl)cc2)CC1=O	4.0	-0.5	-5.8	-3.4	0.0	1.5	-0.4	-3.2	-0.8
37	COc1ccc(-c2[nH]ncc2CN(C)Cc2cccnc2)c(F)c1	7.4	-7.2	-0.8	-9.5	-0.2	1.5	5.6	-6.8	0.2
38	O=C(Cn1ccc(C(F)(F)F)n1)N=Nc1c(O)[nH]c2ccc(Br)cc12	8.2	-18.7	-13.2	-2.0	-1.0	-9.8	1.0	-26.6	-1.6
39	COc1cccc2sc3ccc(C#Cc4ccc(N)cc4)cc3c(=O)c12	8.6	-13.9	-4.3	1.1	0.8	-7.0	7.0	41.4	3.1
40	O=CN1CCCN(Cc2nc(Cc3ccccc3F)no2)CC1	4.4	-0.1	-7.8	-5.5	5.6	-1.9	1.8	-6.3	-0.1
41	O=C(N/N=C\c1ccc(Br)cc1)c1ccc(Cn2cccn2)o1	5.8	-10.6	-13.4	-7.3	0.5	-9.1	2.1	11.8	0.6
42	C/C(=N/NC(=O)CNC(=O)COc1cccc(C)c1)c1ccc(Cl)cc1	7.7	-5.1	-13.9	-1.4	1.6	-4.1	0.8	-17.4	0.8
43	Cc1ccccc1Cn1cnc2ccccc2c1=O	9.7	-13.2	-5.5	-3.5	0.5	-2.9	0.8	0.4	-2.0
44	CCN(CC)S(=O)(=O)c1cc(NC(=O)C2Cc3ccccc3C(=O)O2)ccc1C (configuration not stated)	-6.6	-3.0	3.0	0.1	7.9	-25.6	7.8	-3.8	2.2
45	CC(C)CN1CCC1(C)C(=O)Nc1ccc(OC(F)F)cc1 (configuration not stated)	-2.4	/	2.0	-7.4	/	/	3.9	-34.6	/

3 entries already listed, ordered by the number in M1 ag, highest first.
cpd	Molecule	M1 ag
7	Cc1cccc(NC(=O)CNC(=O)c2ccc(S(=O)(=O)NCc3ccco3)cc2)c1C	-0.9
25	CCC1CCCCN1C(=S)NC(=O)c1cc(Br)ccc1Cl (configuration not stated)	-6.7
45	CC(C)CN1CCC1(C)C(=O)Nc1ccc(OC(F)F)cc1 (configuration not stated)	-7.4

Next entries follow.
cpd	Compound	CHRM1 PAM	CHO parental Ca	CHRM1 antagonist	M1 ag	V1R ag counter	OXTR potentiator	TAAR1 ag	TAAR1 antagonist	OXTR ag
46	CCO[C@@H]1OC(C(=O)O)=C[C@H](c2ccc(Br)cc2)[C@H]1CCCO	6.4	-2.6	-13.1	-3.4	-0.7	-5.0	1.1	8.2	-1.2
47	NC(=O)c1ncn([C@@H]2O[C@H](CNCc3cccc4c3sc3ccccc34)[C@@H](O)[C@H]2O)n1	7.3	/	-16.2	-1.9	/	/	1.2	-3.9	/
48	Cc1cc(C)c(NC(=O)CNC(=O)CN(C)Cc2ccc(Br)s2)c(C)c1	-0.7	-15.3	4.4	-2.1	0.4	-2.0	7.3	-0.9	-0.3
49	COc1cc(CNc2ccc(CNc3ncn[nH]3)cc2)cc(Cl)c1OCc1ccccc1	9.1	-16.0	-7.9	-3.7	0.1	-5.0	2.4	12.0	-0.5
50	FC(F)(F)C(Oc1nc(NC2CCCCC2)nc(N2CCOCC2)n1)C(F)(F)F	8.0	-19.0	-13.9	-2.8	-1.2	-1.7	13.8	-33.8	-2.7
51	CCc1ccc(S(=O)(=O)N/N=C\c2cn(CC(N)=O)c3ccccc23)cc1	1.9	/	-4.7	-2.4	/	/	1.1	-15.5	/
52	O=C(COC(=O)c1ccc(O)cc1)Nc1ccc(S(=O)(=O)N2CCOCC2)cc1	7.6	1.4	-4.1	-3.4	1.0	-1.4	7.6	15.3	0.9
53	COc1ccc(CNC(=O)COC(=O)C2(C)CC2(Cl)Cl)cc1 (configuration not stated)	13.5	-11.5	-1.4	-0.4	1.1	-4.3	1.6	-12.0	-0.2
54	CCOc1cc(N2CCOCC2)c(OCC)cc1NC(=O)CSc1nccc(C)n1	3.4	-6.7	-3.2	-3.9	1.3	2.4	0.1	4.6	-0.1
